Screens: PubChem BioAssay, several laboratories
RBBP9 inh: human RBBP9 inhibitors, primary screen, biochemical, fluorescence polarization, FP-Rh probe, HTS | recombinant RBBP9 | 220,000 tested, 0.2% active | AID 1515, 2009 | Serine hydrolase RBBP9 (Homo sapiens), O75884 | inhibition, % at 7.94 µM;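 active = inhibition above the campaign mean of all tested compounds plus 3 SD, cut at about 14% in these data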;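 also: plate controls were DMSO wells with RBBP9 for no effect and wells lacking RBBP9 protein for full effect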
Target sequence (O75884 whole entry, looked up): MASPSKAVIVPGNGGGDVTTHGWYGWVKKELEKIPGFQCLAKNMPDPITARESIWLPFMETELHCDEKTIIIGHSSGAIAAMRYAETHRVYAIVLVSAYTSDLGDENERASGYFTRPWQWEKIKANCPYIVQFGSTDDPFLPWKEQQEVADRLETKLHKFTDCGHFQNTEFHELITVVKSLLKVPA
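System: RBBP9 protein / Quantity: 2.5 µM RBBP9 dispensing solution, before mixing / Also added: Serine-hydrolase probe FP-Rh, 375 nM pre-mixing / Dosing: 7.94 µM single dose, 0.794% DMSO / Timing: enzyme-compound preincubation 30 min, then probe labeling 45 min, 25 °C / Signal: FP readout at 525/598 nm / Controls: DMSO-treated enzyme wells and wells lacking RBBP9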
S1P4 ag: S1P4 receptor agonists, primary screen, cell-based | S1P4-expressing cell line, agonist reporter assay | Sphingosine 1-phosphate receptor 4 (Homo sapiens), O95977 | activation, % at 4.98 µM | 220,000 tested, 0.35% active; in the data active = activation above about 11%;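 also: 0% = DMSO vehicle and 100% = reference agonist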
S1P4 antag: S1P4 receptor antagonists, primary screen, cell-based. Sphingosine 1-phosphate receptor 4 (Homo sapiens), O95977. inhibition, % at 4.98 µM. S1P4-expressing cells, antagonist mode, reporter read-out. 220,000 tested, 0.26% active; in the data active = inhibition above about 29%;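 also: 0% = wells stimulated with agonist and 100% = vehicle wells without agonist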
BaF3 parental: parental Ba/F3 cell viability inhibition, counter-screen for JAK2V617F inhibitor project, murine pro-B, CellTiter-Glo luminescence; CellTiter-Glo ATP luminescence; inhibition, % at 5.6 µM; 220,000 tested, 1.1% active; AID 1486, 2009;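 active = inhibition above a per-campaign cutoff, the mean inhibition of all tested compounds plus 3 SD, cut at about 27% in these data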;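 also: 0% = DMSO wells and 100% = JAK Inhibitor I control wells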
Ba/F3 V617F tox: reduced viability of JAK2V617F-dependent Ba/F3 cells, primary screen, JAK2V617F inhibitor project, cell-based, Ba/F3 EpoR-JAK2V617F, luminescence; ATP luminescence; inhibition, % at 5.6 µM; 220,000 tested, 1.1% active;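 active = inhibition above the campaign mean plus 3 SD over all tested compounds, cut at about 24% in these data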;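 also: cytokine-independent growth of Ba/F3 cells driven by EpoR plus mutant JAK2; 0% = DMSO-treated cells and 100% = JAK inhibitor I control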
NPY-Y1 PAM-ag: NPY-Y1 receptor potentiators or agonists, primary screen, cell-based; activation, % at 3.6 µM; 220,000 tested, 0.37% active; NPY-Y1 expressing cells, potentiator/agonist activation; in the data active = activation above about 33%, passing the limit was not always enough;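 also: cells stimulated with NPY at EC10 then isoproterenol at EC100; 0% = low agonist plus stimulus and 100% = saturating agonist plus stimulus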
Runt-CBFb FRET: inhibitors of RUNX1 Runt–CBFb binding, primary screen, biochemical, FRET, Cerulean-Runt, Venus-CBFb, uHTS. AID 1496, 2009. 220,000 tested, 0.46% active. Cerulean-Runt/Venus-CBFb FRET ratio 530/480, 1 h. Runt-related transcription factor 1 (Homo sapiens) + Core-binding factor subunit beta …. inhibition, % at 20 µM;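 active = inhibition over about 50% at 20 µM in the single-dose screen, limit read from the data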;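 also: 0% = DMSO wells and 100% = excess unlabeled CBFb competitor control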
Target sequence (Q01196 whole entry, looked up): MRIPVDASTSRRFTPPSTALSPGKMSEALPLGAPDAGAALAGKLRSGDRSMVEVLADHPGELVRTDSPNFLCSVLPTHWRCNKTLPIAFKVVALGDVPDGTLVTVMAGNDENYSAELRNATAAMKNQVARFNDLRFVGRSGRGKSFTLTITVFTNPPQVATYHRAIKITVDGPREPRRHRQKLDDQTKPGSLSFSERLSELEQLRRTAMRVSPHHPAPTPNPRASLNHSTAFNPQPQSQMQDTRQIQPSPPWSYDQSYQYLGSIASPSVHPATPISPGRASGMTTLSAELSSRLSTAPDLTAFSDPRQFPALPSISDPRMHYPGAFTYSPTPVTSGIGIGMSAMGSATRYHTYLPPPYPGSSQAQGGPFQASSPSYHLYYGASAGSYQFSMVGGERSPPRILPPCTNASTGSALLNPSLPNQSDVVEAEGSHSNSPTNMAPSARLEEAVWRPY
Target sequence (Q13951 whole entry, looked up): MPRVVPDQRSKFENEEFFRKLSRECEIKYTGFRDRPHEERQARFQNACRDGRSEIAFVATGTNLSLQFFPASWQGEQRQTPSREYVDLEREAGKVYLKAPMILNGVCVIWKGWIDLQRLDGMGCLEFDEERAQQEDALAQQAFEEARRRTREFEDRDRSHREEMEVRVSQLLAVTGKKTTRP
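Reagent – Venus-CBFb binding partner, 100 nM · Assay system – Cerulean-tagged RUNX1 Runt domain (FRET donor) fusion protein · Input – 100 nM per protein · Incubation – two 1 h room-temperature incubations shielded from light · Measured by – FRET fluorescence · Medium – Tris buffer pH 7.5 with salts and BSA · Benchmarks – unlabeled CBFb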
NPY-Y2 PAM-ag: NPY-Y2 potentiators or agonists, primary screen, cell-based; Neuropeptide Y receptor type 2 (Homo sapiens), P49146; cells expressing NPY-Y2, potentiator/agonist read-out; activation, % at 3.6 µM; 220,000 tested, 0.45% active; in the data active = activation above about 27%;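 also: cells stimulated with NPY near EC25 plus isoproterenol at EC100; 0% = vehicle plus submaximal agonist and 100% = vehicle plus saturating agonist; some results beyond the cut were filed as inactive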
NPY Y1 blocker: NPY-Y1 receptor antagonists, primary screen, cell-based; HEK293-CNG Y1 cells, membrane potential fluorescence; NPY at EC95, then isoproterenol; Neuropeptide Y receptor type 1 (Homo sapiens), P25929; 200,000 tested, 1% active; inhibition, % at 3.6 µM; AID 1040, 2008;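 active = inhibition above the campaign mean inhibition of all tested compounds plus 3 SD, cut at about 20% in these data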;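 also: 0% = DMSO wells given NPY plus isoproterenol and 100% = isoproterenol alone without NPY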
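material = HEK293 cells with Y1 receptor plus CNG channel | also added = NPY 25 nM then isoproterenol 1 µM plus Ro 20-1724 25 µM | schedule = dye 3 h, compound 60 min room temperature, stimulation 45 min | measured by = membrane potential fluorescence | benchmarks = high control isoproterenol alone, low control NPY with isoproterenol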
The depositor's hits bear a star; . = no result given.

The line under a structure holds: RBBP9 inh | S1P4 ag | S1P4 antag | BaF3 parental | Ba/F3 V617F tox | NPY-Y1 PAM-ag | Runt-CBFb FRET | NPY-Y2 PAM-ag | NPY Y1 blocker
#1 Cc1c(/C=C2\SC(=O)N(CC(=O)Nc3ccc4c(c3)OCO4)C2=O)c2ccccc2n1C
    -3 | 1.9 | -15 | 0 | -1 | 14 | 8 | -9 | 3
#2 O=C(OCCN1C(=O)c2cccc3c(N4CCOCC4)ccc(c23)C1=O)c1ccccc1Cl
    -4 | 0.9 | -16 | 7 | 4 | -39 | -260 | 10 | 57*
#3 CC1C=CCC2C(=O)N(c3ccc(OC(=O)c4cccs4)cc3)C(=O)C12 (centres undefined)
    5 | -0.6 | 14 | -1 | -3 | -24 | 0 | 5 | 0
#4 CC(C)c1cc(C(=O)NC2CCCCC2)no1
    -14 | -0.2 | -7 | 3 | 3 | -33 | 0 | -14 | 10
#5 O=C(CSc1nnc(-c2ccccc2NC(=O)c2ccccc2)o1)OC1CCCCC1
    0 | -0.5 | -3 | 6 | -2 | -8 | . | 1 | -4
#6 Cc1cccc(-n2cc(CN(C)Cc3nccn3C)c(-c3cccc(F)c3)n2)c1
    -9 | 2.2 | -13 | 9 | -2 | -8 | -6 | 0 | 8
#7 Cc1ccc(C(C(=O)NCc2ccco2)N(Cc2ccco2)C(=O)CNC(=O)c2ccco2)cc1 (centres undefined)
    -9 | 2.2 | -98 | 2 | -1 | -7 | -1 | 12 | 0
#8 Cc1ccc(S(=O)(=O)N2CCCC2C(=O)NC2CCCCC2)cc1 (centres undefined)
    -3 | 1.0 | -3 | 0 | -2 | -16 | 0 | -14 | 0
#9 CCOc1ccc(C(=O)N/N=C/c2ccc(SC)cc2)cc1
    -15 | -0.8 | -9 | 7 | -1 | -1 | -3 | 9 | 3
#10 CCN(CC)C(=O)CS(=O)(=O)CC(=O)Nc1cc(OCCOC)c(Cl)cc1Cl
    -4 | 0.9 | -6 | 1 | -3 | 1 | 0 | 8 | 0
#11 CC1(C)C(CC2OCC(CN3CCCCC3)O2)[C@H]2CC[C@@H]1C2 (some centres undefined)
    -5 | -1.0 | 2 | 0 | -2 | 3 | -1 | -1 | .
#12 Nc1ccc(-c2nc3c(Cl)cc(N)cc3[nH]2)cc1
    -8 | 1.6 | -1 | -5 | 3 | 7 | 1 | 23 | 1
#13 NC(=O)c1ccccc1NS(=O)(=O)c1cccs1
    2 | -0.9 | -10 | 4 | -2 | -15 | -2 | 10 | 1
#14 COc1ccccc1NC(=S)N(CCCN(C)C)Cc1cc2cc3c(cc2[nH]c1=O)OCO3
    -7 | 0.1 | 10 | 5 | 0 | 8 | -2 | -5 | -3
#15 CCc1noc(C)c1C(=O)Nc1ncc(C)s1
    -6 | 1.1 | -20 | -1 | 1 | 25 | 1 | 32* | -1
#16 CCN1CCN(Cc2cc(=O)oc3ccc(C)cc23)CC1
    -9 | 0.7 | -3 | 2 | 2 | -14 | 0 | -7 | .
#17 CC(C)OC(=O)CC1C(=O)NCCN1C(=S)NC(=O)c1ccccc1Cl (centres undefined)
    -2 | 2.2 | -12 | 2 | -1 | 13 | 2 | 8 | -1
#18 COc1ccc(C)cc1N(C(=O)c1ccccc1F)c1nc2ccccc2s1
    -6 | -1.9 | 13 | 4 | 0 | -22 | 1 | -10 | 14
#19 COc1ccc(Nc2nc(C)cc(C)c2C#N)cc1OC
    5 | -0.8 | -5 | 10 | 1 | -3 | 3 | -3 | 4
#20 NC(=O)C(=O)NN=C1C2CC3CC(C2)CC1C3
    2 | 0.0 | -1 | -3 | 2 | -2 | 1 | 14 | -5
#21 CC(c1cccnc1)N(CCN(C)C)C(=O)Nc1ccc(Cl)c(Cl)c1 (centres undefined)
    -4 | -0.7 | -12 | 10 | -2 | -6 | . | -10 | 0
#22 Clc1ccccc1-c1nnc2sc(-c3ccc(Br)o3)nn12
    -9 | 0.1 | -6 | 2 | 0 | 2 | -1 | 10 | -3
#23 O=C(CN1CCC(NC(=O)c2cccc(F)c2)CC1)NCc1ccccc1F
    -5 | 2.3 | -17 | 1 | 0 | 4 | 1 | -10 | -3
#24 O=C(CSc1nnc(Cn2c(=O)sc3ccccc32)n1CCc1ccccc1)N1CCCC1
    -3 | -1.9 | 1 | 10 | 3 | -12 | -4 | -2 | 2
#25 Cc1ccc(SCCC(=O)Nc2cccc(N(C)S(C)(=O)=O)c2)cc1
    10 | -4.2 | -7 | 5 | -1 | -6 | -2 | 3 | 6
#26 COc1cccc(-n2nnc3c(=O)n(CC(=O)N4CCCc5ccccc54)cnc32)c1
    -4 | -0.6 | 11 | 0 | 1 | 21 | -1 | -2 | 6
#27 CCCCCCOC(=O)c1ccc(OC(=O)c2cccnc2)cc1
    0 | 2.2 | -3 | 2 | 4 | 9 | -2 | 6 | -5
#28 O=C(O/N=C\c1ccc(N2CCOCC2)c([N+](=O)[O-])c1)c1ccc(F)cc1
    -1 | 2.5 | -4 | 7 | 1 | -4 | . | 5 | 3
#29 CCN(CCNC(=O)Nc1ccc(Cl)cc1)c1ccccc1
    -6 | -0.8 | 4 | 7 | 5 | 9 | 0 | 3 | 0
#30 O=C(COC(=O)c1ccc(NS(=O)(=O)c2cccs2)cc1)Nc1nc2c(F)c(F)c(F)cc2s1
    -16 | 0.3 | -12 | 6 | 1 | -8 | -6 | -9 | 1

Quoted from the listing:
entry 8 in Ba/F3 V617F tox shows -2
entry 29 in NPY-Y1 PAM-ag shows 9

Continued.
The line under a structure holds: RBBP9 inh | S1P4 ag | S1P4 antag | BaF3 parental | Ba/F3 V617F tox | NPY-Y1 PAM-ag | Runt-CBFb FRET | NPY-Y2 PAM-ag | NPY Y1 blocker
#31 O=C(COC(=O)Cc1ccc(Cl)cc1Cl)NCCC1=CCCCC1
    -4 | 0.4 | 3 | -1 | -2 | -6 | -8 | 0 | 7
#32 Clc1cccc(COn2c(-c3ccc(Cl)cc3Cl)nc3ncccc32)c1
    -10 | -3.0 | 7 | 4 | -4 | -7 | -5 | 2 | -1
#33 CCCOc1ccc(OCCn2nc(C(=O)O)c3ccccc3c2=O)cc1
    -5 | -1.0 | 7 | 4 | 0 | -13 | -10 | -16 | 16
#34 Cc1ccnc2nc(C(=O)OCC(=O)NCCc3ccccc3)nn12
    -2 | 0.0 | -6 | 2 | -1 | 11 | -2 | 10 | 1
#35 O=C(Cc1cccs1)N/N=C/c1ccco1
    -5 | 2.4 | -3 | 6 | -1 | -10 | 2 | -11 | -2
#36 O=C(CC1Sc2ccccc2NC1=O)OCc1cc(=O)oc2cc(O)ccc12 (centres undefined)
    -7 | 0.6 | 2 | 3 | 0 | -39 | 62* | -5 | 13
#37 CCOc1ccc(OCC)c(NC(=O)C2CCN(S(=O)(=O)c3cnc[nH]3)CC2)c1
    -8 | -1.6 | -5 | 5 | 5 | -5 | 2 | -8 | -5
#38 CNCc1nc2ccccc2[nH]1
    -5 | 2.5 | -5 | 1 | -1 | 17 | -1 | -2 | 3
#39 COC(=O)COc1ccc2c(-c3cccc([N+](=O)[O-])c3)cc(=O)oc2c1
    1 | -0.1 | 2 | 0 | 0 | 8 | . | -6 | 0
#40 COCCN(C(=S)Nc1c(C)cccc1C)C(C)c1cccnc1 (centres undefined)
    -2 | 0.5 | -5 | 4 | 1 | -10 | 2 | -10 | 8
#41 COc1ccc(NCc2nnc(SCC(=O)NCc3ccco3)n2-c2ccccc2OC)cc1
    -13 | 1.4 | -12 | 5 | 2 | -8 | -1 | 3 | 0
#42 O=C1c2ccccc2NC(c2cccc(O)c2)N1NS(=O)(=O)c1ccccc1 (centres undefined)
    -7 | 0.6 | -24 | 3 | -1 | 7 | 0 | 1 | 2
#43 O=C(Nc1cccc(O)c1)c1ccc(C(=O)c2ccccc2)o1
    -9 | -1.0 | -8 | 4 | 1 | -17 | 3 | -1 | 3
#44 Cc1cc(C(=O)COC(=O)c2ccc[nH]c2=O)c(C)n1-c1ccc(Br)cc1
    -8 | -0.1 | -18 | 8 | 3 | 37 | 2 | 8 | -7
#45 CN(Cc1cnccn1)C(=O)CC1C(=O)NCCN1Cc1cccc(Oc2ccccc2)c1 (centres undefined)
    -4 | -0.1 | -13 | 7 | 4 | 3 | 0 | 2 | 1
#46 CCOC(=O)N1CCC(NC(=O)Cn2ncc3c4ccccc4n(C)c3c2=O)CC1
    -6 | -0.5 | 4 | 1 | 1 | -4 | 0 | 7 | -1
#47 CCCc1ccc(-c2cc(C(=O)N/N=C/c3ccc([N+](=O)[O-])o3)c3ccccc3n2)cc1
    0 | 0.0 | 5 | 10 | 1 | -4 | 1 | -5 | 4
#48 O=C(COc1ccc(Cl)cc1Cl)NC(=O)N1CCOCC1
    2 | -0.6 | -18 | 0 | -6 | 18 | 0 | 2 | 2
#49 O=C(N/N=C\c1ccccc1OCc1ccccc1)c1ccco1
    -8 | 2.1 | -15 | 6 | -2 | -4 | 3 | -10 | 5
#50 C/C(CC(=O)Nc1ccc(Cl)c(C(F)(F)F)c1)=N\NC(=O)c1cccc(O)c1
    -42 | 1.0 | 8 | 1 | 4 | 6 | -1 | 29 | -4
#51 CO/N=C/C(C(C)=O)C(=O)Nc1ccc(Cl)cc1Cl (centres undefined)
    0 | -1.4 | -2 | 5 | 3 | 4 | 2 | 7 | -3
#52 CC(C)COC(=O)c1ccc(N2C(=O)c3ccccc3C2=O)cc1
    -12 | 3.8 | 2 | 3 | -1 | -1 | -1 | -3 | 1
#53 CC(C)NC(=O)/C(=N\O)c1ccccc1
    -5 | -0.3 | -4 | -2 | -2 | 2 | 0 | 2 | 6
#54 Oc1c(Cl)cc(Cl)cc1C=Nc1ccc2c(c1)OCCO2
    -6 | -0.8 | -13 | 3 | -1 | 15 | -16 | 10 | 0
#55 N#CC1=C(N)NC(SCC(=O)c2ccc(Cl)cc2)=C(C#N)C12CCCC2
    -13 | 0.8 | -7 | 4 | 0 | 0 | 9 | -7 | 1
#56 COCCCNc1nc(=S)[nH]c2cc(OC)c(OC)cc12
    -8 | 0.0 | -13 | 1 | 0 | 2 | 0 | 4 | 11

Compounds as they come; 3.6% or so of the library scored in one or more.
